Screens as filed in PubChem.
Vif inh: blocks HIV Vif function; HEK293T cells, Vif self-association by quenched fluorescence, imaging, 24 h; 340,000 compounds, 0.35% hits; inhibition, % at 7.49 µM; AID 602346; in the data active means inhibition above about 50%, passing the limit was not always enough; further: some results filed as inactive read as strong as hits
HTR2A ag: agonists of mouse serotonin 5-HT2A receptor (HTR2A). P35363. CHO-K1 mHTR2A beta-arrestin complementation, luminescence; percent of 30 µM serotonin response. activation, % at 7.6 µM. 360,000 compounds, 0.66% hits. AID 624169;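 active means activation above a run cutoff, the mean activation of all tested compounds plus 3 SD, cut at about 14% in these data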;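 further: 0% = plate median of compound wells and 100% = 30 µM serotonin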
Target sequence (P35363 whole entry, looked up): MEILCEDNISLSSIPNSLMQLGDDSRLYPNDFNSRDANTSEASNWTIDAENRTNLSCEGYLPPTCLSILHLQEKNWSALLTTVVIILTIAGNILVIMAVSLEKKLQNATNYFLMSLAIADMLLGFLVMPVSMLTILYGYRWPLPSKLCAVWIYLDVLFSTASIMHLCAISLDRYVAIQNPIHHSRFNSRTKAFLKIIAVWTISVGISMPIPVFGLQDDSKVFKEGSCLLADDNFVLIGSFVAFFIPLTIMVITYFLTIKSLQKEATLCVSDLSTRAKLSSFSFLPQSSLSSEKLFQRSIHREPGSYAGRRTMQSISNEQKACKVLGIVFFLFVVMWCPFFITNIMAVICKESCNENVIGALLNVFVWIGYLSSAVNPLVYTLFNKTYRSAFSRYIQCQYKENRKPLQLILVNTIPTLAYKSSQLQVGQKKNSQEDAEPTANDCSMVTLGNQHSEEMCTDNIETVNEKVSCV
Cardio protect: protects H9c2 cardiomyocytes from peroxide injury; H2O2 injury protection, ATPLite, 2 h; protection from H2O2 cell death, % at 20 µM; 360,000 compounds, 0.63% hits;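 active means compounds giving at least 50% protection of heart cells from peroxide-induced death in the single-dose screen, raw or plate-pattern-corrected value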;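 further: 0% = DMSO wells with peroxide and 100% = DMSO wells without peroxide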
Glyco luc inh: N-linked glycosylation inhibition. D54 ERlucT glycosylation luciferase reporter, 24 h; percent of 100 nM tunicamycin response. reporter increase, % at 12.5 µM. 360,000 compounds, 0.23% hits;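 active means mean luciferase reporter signal, scaled so untreated is 0 and the glycosylation-blocking control 100, at or above a set limit in every replicate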;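 further: luciferase carries N-glycosylation sites so blocking glycosylation raises the light; 0% = median of neutral control wells and 100% = median of 100 nM tunicamycin wells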
PDI turbidity: blocks human protein disulfide isomerase activity; AID 588391; P07237; PDI insulin aggregation turbidity, A650, 90 min; 350,000 compounds, 0.052% hits; inhibition, % at 10 µM;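 active means mean inhibition across replicates of 30% or more, whatever share of single replicates reach that level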;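 further: absorbance from insulin aggregation driven by PDI reduction with DTT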
Target sequence (P07237 whole entry, looked up): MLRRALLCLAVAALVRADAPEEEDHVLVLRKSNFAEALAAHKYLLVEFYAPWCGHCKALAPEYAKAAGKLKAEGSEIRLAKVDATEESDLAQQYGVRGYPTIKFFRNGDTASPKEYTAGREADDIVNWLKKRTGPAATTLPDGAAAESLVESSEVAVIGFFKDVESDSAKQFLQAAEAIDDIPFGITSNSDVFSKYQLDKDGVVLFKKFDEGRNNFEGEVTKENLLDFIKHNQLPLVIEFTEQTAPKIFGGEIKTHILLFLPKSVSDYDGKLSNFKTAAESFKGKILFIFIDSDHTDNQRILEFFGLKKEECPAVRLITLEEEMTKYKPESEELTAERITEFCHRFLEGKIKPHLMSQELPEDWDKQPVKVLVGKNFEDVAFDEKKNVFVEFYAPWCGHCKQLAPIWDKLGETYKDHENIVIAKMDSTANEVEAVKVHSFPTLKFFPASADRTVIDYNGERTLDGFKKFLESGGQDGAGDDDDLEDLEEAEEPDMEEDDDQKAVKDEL
ABCB6 inh MLPCN: blocks the human ABCB6 transporter | Q9NP58 | K562-ABCB6 porphyrin accumulation, flow cytometry, 1 h; hits give low values | fluorescence ratio to DMSO, % at 10 µM | 360,000 compounds, 0.19% hits;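 active means fluorescence ratio to DMSO below 75%, the collection mean minus 3 SD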;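 further: signal is porphyrin accumulated inside mitochondria; 100% equals median channel fluorescence of DMSO control wells; lower ratio means ABCB6 inhibition with less porphyrin fluorescence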
Exocytosis inh: blocks lytic granule exocytosis. TALL-104 LAMP-1 surface exposure, flow cytometry; cells stimulated with thapsigargin and PMA. inhibition, % at 10 µM. 360,000 compounds, 0.66% hits. AID 651702;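 active means inhibition above about 55%, limit read from the data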
CaV13 FRET inh: Primary screen for inhibitors of IQ motif and Ca2+-dependent inactivation inhibitor domain binding in CACNA1D, Förster resonance energy transfer in living cells, …. HEK cells, CFP/YFP FRET ICDI-IQ, plate reader, 10 min; percent FRET-ratio fall versus neutral wells. inhibition, % at 12.3 µM. 340,000 compounds, 0.098% hits;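 active means mean replicate inhibition of at least 30% and at least 1% of replicates passing that level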;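 further: 0% = median of the neutral control wells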
iPSC survival up: increases survival of single human iPS cells | hiPSC single-cell survival, ATPlite luminescence; 100% = ROCK inhibitor wells, 0% = DMSO | survival enhancement, % at 20 µM | 360,000 compounds, 0.044% hits | AID 602274; in the data active means survival enhancement above about 18%;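 further: cells exposed to compounds for 16 hours before the ATP read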
aDG glyco up: alpha-DG glycosylation activation; activation, % at 10 µM; 360,000 compounds, 0.22% hits; Pro5-aDG cells, alpha-DG glycosylation AlphaScreen (IIH6); 0% Pro5, 100% B10-LARGE cell signal;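 active means activation of at least 8% versus controls, or a plate z-score of at least 8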;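 further: Pro5 are CHO cells carrying HIG-tagged alpha-DG that lacks glycosylation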
An asterisk follows results filed as active.

How did CCCCCn1nc(C)c2c(C)cc(=O)[nH]c21 do in these assays?
Vif inh: 1; HTR2A ag: -3; Cardio protect: -2; Glyco luc inh: 0; PDI turbidity: 18; ABCB6 inh MLPCN: 107; Exocytosis inh: -2; CaV13 FRET inh: 0; iPSC survival up: -1.8; aDG glyco up: -0.1

What do the screens show for `CCCCS(=O)(=O)Nc1ccc2ncn(C)c(=O)c2c1`?
Vif inh: 1; HTR2A ag: -2; Cardio protect: 3; Glyco luc inh: 3; PDI turbidity: -5; ABCB6 inh MLPCN: 106; Exocytosis inh: -8; CaV13 FRET inh: -8; iPSC survival up: -0.4; aDG glyco up: -0.1

How did Cc1oc(CN2CCOCC2)cc1C(=O)O do in these assays?
Vif inh: 16; HTR2A ag: -2; Cardio protect: 0; Glyco luc inh: 0; PDI turbidity: -5; ABCB6 inh MLPCN: 91; Exocytosis inh: -2; CaV13 FRET inh: 0; iPSC survival up: 1.2; aDG glyco up: -0.2

Results for CN(C)C(=O)c1cn(-c2ccccc2)c(=O)c2ccccc12 ?
Vif inh: 6; HTR2A ag: 0; Cardio protect: 8; Glyco luc inh: 3; PDI turbidity: -5; ABCB6 inh MLPCN: 83; Exocytosis inh: 1; CaV13 FRET inh: -7; iPSC survival up: -0.2; aDG glyco up: -0.3

Results for CNC(=O)[C@H](C)[C@@H]1C[C@@]1(C)[C@@H](NC(=O)OCc1ccccc1)c1ccccc1 ?
Vif inh: -3; HTR2A ag: 2; Cardio protect: 7; Glyco luc inh: 2; PDI turbidity: -9; ABCB6 inh MLPCN: 98; Exocytosis inh: -4; CaV13 FRET inh: -11; iPSC survival up: -2.0; aDG glyco up: 0.1

Results for Cc1ccc2nc(SCC3CCCCO3)[nH]c2c1 (configuration not stated) ?
Vif inh: 8; HTR2A ag: -5; Cardio protect: -15; Glyco luc inh: -18; PDI turbidity: 0; ABCB6 inh MLPCN: 97; Exocytosis inh: -4; CaV13 FRET inh: -2; iPSC survival up: -0.7; aDG glyco up: 0.1

How did COC(=O)[C@]12CCCCC=C1N(Cc1ccc(Cl)cc1Cl)C(=O)[C@H](CC(=O)NCCc1ccccc1OC)C2 do in these assays?
HTR2A ag: -1; ABCB6 inh MLPCN: 99; Exocytosis inh: 1; CaV13 FRET inh: -5; iPSC survival up: -0.2; aDG glyco up: -0.2

Results for Cc1ccc2nc(/C(C#N)=C\c3cc(O)ccc3[N+](=O)[O-])[nH]c2c1 ?
Vif inh: 4; HTR2A ag: 1; Cardio protect: 7; Glyco luc inh: 1; PDI turbidity: -6; ABCB6 inh MLPCN: 106; Exocytosis inh: 1; CaV13 FRET inh: 8; iPSC survival up: -0.4; aDG glyco up: -0.4

How did CCC(CO)Oc1cc(NC(=O)c2ccccc2)c2ncn(C(C)C)c2c1 (configuration not stated) do in these assays?
Vif inh: -15; HTR2A ag: 3; Cardio protect: 10; Glyco luc inh: -2; PDI turbidity: 1; ABCB6 inh MLPCN: 88; Exocytosis inh: 6; CaV13 FRET inh: -10; iPSC survival up: -2.6; aDG glyco up: -0.1

What do the screens show for `CCc1ccc(N(C(=O)c2csnn2)C(C(=O)NC2CCCCC2)c2ccncc2)cc1` (configuration not stated)?
Vif inh: -10; HTR2A ag: -2; Cardio protect: 1; Glyco luc inh: 5; PDI turbidity: -1; ABCB6 inh MLPCN: 97; Exocytosis inh: 5; CaV13 FRET inh: -3; iPSC survival up: 1.4; aDG glyco up: 0.0

Results for C[C@H]1CN([C@@H](C)CO)C(=O)c2cccc(NC(=O)c3ccncc3)c2O[C@H]1CN(C)C(=O)Nc1ccccc1 ?
Vif inh: -4; HTR2A ag: 1; Cardio protect: -2; Glyco luc inh: 2; PDI turbidity: 8; ABCB6 inh MLPCN: 98; Exocytosis inh: 2; CaV13 FRET inh: -5; iPSC survival up: -2.0; aDG glyco up: 0.2

Results for CCOC(CCNC(=O)c1cn(CCOC)c(=O)c2c1c1ccccc1n2C)OCC ?
Vif inh: 1; HTR2A ag: 5; Cardio protect: 6; Glyco luc inh: 3; PDI turbidity: -6; ABCB6 inh MLPCN: 93; Exocytosis inh: 3; CaV13 FRET inh: -18; iPSC survival up: -0.3; aDG glyco up: -0.2

Results for CC(C)c1nnc(NC(=O)CCC(=O)N2CCN(c3ccc(Cl)cc3)CC2)s1 ?
Vif inh: -2; HTR2A ag: 4; Cardio protect: 4; Glyco luc inh: -4; PDI turbidity: 0; ABCB6 inh MLPCN: 98; Exocytosis inh: 0; CaV13 FRET inh: -7; iPSC survival up: -0.3; aDG glyco up: 0.1

How did CCOC(=O)[C@]12CCCC=C1N(CCC1=CCCCC1)C(=O)[C@H](CC(=O)NCC1CCCCC1)C2 do in these assays?
HTR2A ag: -4; Exocytosis inh: 6; CaV13 FRET inh: -9; aDG glyco up: 0.5

What do the screens show for `CC(C)(C)NC(=O)CSc1nnc(-c2ccncc2)n1Cc1ccccc1`?
HTR2A ag: -1; Cardio protect: -6; Glyco luc inh: 2; PDI turbidity: 9; ABCB6 inh MLPCN: 89; Exocytosis inh: 0; CaV13 FRET inh: -1; iPSC survival up: 1.3; aDG glyco up: 0.2

How did Cc1cc(C)n2nc(C)c(-c3ccc(Cl)cc3)c2n1 do in these assays?
Vif inh: -4; HTR2A ag: -8; Cardio protect: -5; Glyco luc inh: 3; PDI turbidity: 1; ABCB6 inh MLPCN: 98; Exocytosis inh: 1; CaV13 FRET inh: -2; iPSC survival up: 0.3; aDG glyco up: 0.1

Results for O=C(c1ccc(F)cc1)N1CCCN(c2nc(-c3ccccc3)ns2)CC1 ?
Vif inh: 0; HTR2A ag: -5; Cardio protect: -2; Glyco luc inh: -2; PDI turbidity: -6; ABCB6 inh MLPCN: 99; Exocytosis inh: -2; CaV13 FRET inh: -5; iPSC survival up: -0.3; aDG glyco up: -0.1

Results for COCCN(CCOC)C(=O)CC(=O)N(CCOC)CCOC ?
Vif inh: -1; HTR2A ag: 1; Cardio protect: 0; Glyco luc inh: 3; PDI turbidity: 5; ABCB6 inh MLPCN: 88; Exocytosis inh: -2; CaV13 FRET inh: -6; iPSC survival up: 3.7; aDG glyco up: -0.3

What do the screens show for `O=C(CCNC(=O)c1ccc([N+](=O)[O-])cc1)Nc1cccc(S(=O)(=O)N2CCCCCC2)c1`?
Vif inh: -6; HTR2A ag: -4; Cardio protect: 4; Glyco luc inh: -2; PDI turbidity: -5; ABCB6 inh MLPCN: 89; Exocytosis inh: 7; CaV13 FRET inh: -6; iPSC survival up: -0.1; aDG glyco up: 0.0

How did O=C(Nc1cc(-c2ccccc2)nn1C1CCCCC1)c1ccc(Cl)cc1 do in these assays?
Vif inh: 6; HTR2A ag: -10; Cardio protect: -9; Glyco luc inh: -5; PDI turbidity: 0; ABCB6 inh MLPCN: 95; Exocytosis inh: 0; CaV13 FRET inh: -5; iPSC survival up: 0.9; aDG glyco up: 0.6

What do the screens show for `Cn1nc(C(=O)N2CCN(c3cccc(Cl)c3)CC2)c2c1-c1ccccc1S(=O)(=O)C2`?
Vif inh: 7; HTR2A ag: -2; Cardio protect: 5; Glyco luc inh: 1; PDI turbidity: -9; ABCB6 inh MLPCN: 98; Exocytosis inh: -2; CaV13 FRET inh: -6; iPSC survival up: -0.2; aDG glyco up: 0.1

What do the screens show for `COc1ccc(OCCN2C(=O)c3ccccc3C2=O)c([N+](=O)[O-])c1`?
Vif inh: 9; HTR2A ag: 5; Cardio protect: -2; Glyco luc inh: 0; PDI turbidity: 12; ABCB6 inh MLPCN: 94; Exocytosis inh: -5; iPSC survival up: -0.1; aDG glyco up: -0.1

What do the screens show for `COCCn1c(SCC(=O)NCCc2ccccc2)nc2c([nH]c3ccccc32)c1=O`?
HTR2A ag: 0; Cardio protect: -7; PDI turbidity: 1; ABCB6 inh MLPCN: 97; Exocytosis inh: -3; iPSC survival up: -0.2; aDG glyco up: 0.4

How did Cc1ccc(COc2coc(CN3CCN(C(=O)c4ccco4)CC3)cc2=O)cc1 do in these assays?
Vif inh: -2; HTR2A ag: 4; Cardio protect: 1; Glyco luc inh: 0; PDI turbidity: 0; ABCB6 inh MLPCN: 100; Exocytosis inh: 0; CaV13 FRET inh: -4; iPSC survival up: -0.3; aDG glyco up: -0.1

Results for O=C(CSc1ncccc1-c1nc2ccccc2[nH]1)NCc1ccco1 ?
Vif inh: -1; HTR2A ag: -3; Cardio protect: 16; Glyco luc inh: -1; PDI turbidity: -1; ABCB6 inh MLPCN: 100; Exocytosis inh: 1; CaV13 FRET inh: -8; iPSC survival up: 6.7; aDG glyco up: 0.4

How did CNc1nc(-c2ccc3c(c2)CCN3C(=O)c2ccccc2C)cs1 do in these assays?
Vif inh: 7; HTR2A ag: -4; Cardio protect: -16; Glyco luc inh: -10; PDI turbidity: 0; ABCB6 inh MLPCN: 96; Exocytosis inh: -6; CaV13 FRET inh: -5; iPSC survival up: -2.8; aDG glyco up: -0.3

What do the screens show for `O=C(O)Cc1sc(-c2ccccc2)nc1-c1cccs1`?
Vif inh: -3; HTR2A ag: 6; Cardio protect: -6; Glyco luc inh: 3; PDI turbidity: 8; ABCB6 inh MLPCN: 101; Exocytosis inh: 2; CaV13 FRET inh: 7; iPSC survival up: -0.8; aDG glyco up: -0.1

How did CC(C)CN(Cc1cc(=O)oc2cc3c(cc12)CCCC3)CC(C)C do in these assays?
Vif inh: 10; HTR2A ag: 1; Cardio protect: -6; Glyco luc inh: -9; PDI turbidity: -12; ABCB6 inh MLPCN: 99; Exocytosis inh: 24; CaV13 FRET inh: -1; iPSC survival up: -0.7; aDG glyco up: 0.1

Results for COc1cccc(C(=O)COc2ccccc2-c2ccccc2)c1 ?
Vif inh: -3; HTR2A ag: -7; Cardio protect: -8; Glyco luc inh: -4; PDI turbidity: 3; ABCB6 inh MLPCN: 93; Exocytosis inh: 1; CaV13 FRET inh: -4; iPSC survival up: -0.7; aDG glyco up: 0.0

What do the screens show for `CCOc1ccc(S(=O)(=O)N/N=C2/CC(c3ccccc3)Oc3ccccc32)cc1` (configuration not stated)?
Vif inh: -2; HTR2A ag: -6; Cardio protect: -11; Glyco luc inh: -2; PDI turbidity: -1; ABCB6 inh MLPCN: 96; Exocytosis inh: -3; CaV13 FRET inh: -5; iPSC survival up: -2.1; aDG glyco up: 0.0

What do the screens show for `CCCCN(CC)S(=O)(=O)c1ccc2c(c1)n(C)c(=O)c(=O)n2C`?
Vif inh: -5; HTR2A ag: -2; Cardio protect: 9; Glyco luc inh: 1; PDI turbidity: -8; ABCB6 inh MLPCN: 97; Exocytosis inh: -6; CaV13 FRET inh: -7; iPSC survival up: 0.4; aDG glyco up: 0.1

How did O=C(/C=C/NNC(=O)c1ccc(Br)cc1)c1ccccc1 do in these assays?
Vif inh: 5; HTR2A ag: 1; Cardio protect: 35; Glyco luc inh: -1; PDI turbidity: -5; ABCB6 inh MLPCN: 118; Exocytosis inh: 2; CaV13 FRET inh: -7; iPSC survival up: -1.3; aDG glyco up: 0.3

Reprinted at random: 2 records from the list, in no set order.
What do the screens show for `CCOc1ccc(S(=O)(=O)N/N=C2/CC(c3ccccc3)Oc3ccccc32)cc1` (configuration not stated)?
Vif inh: -2; HTR2A ag: -6; Cardio protect: -11; Glyco luc inh: -2; PDI turbidity: -1; ABCB6 inh MLPCN: 96; Exocytosis inh: -3; CaV13 FRET inh: -5; iPSC survival up: -2.1; aDG glyco up: 0.0

What do the screens show for `CCCCN(CC)S(=O)(=O)c1ccc2c(c1)n(C)c(=O)c(=O)n2C`?
Vif inh: -5; HTR2A ag: -2; Cardio protect: 9; Glyco luc inh: 1; PDI turbidity: -8; ABCB6 inh MLPCN: 97; Exocytosis inh: -6; CaV13 FRET inh: -7; iPSC survival up: 0.4; aDG glyco up: 0.1
